pCIP destab: compounds decreasing mouse p/CIP protein stability | Q05BA5 | F442A p/CIP-EGFP cells, EGFP fluorescence, 16 h | decrease of EGFP signal, % at 10 µM | 290,000 tested, 0.01% active;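 active = EGFP signal decrease of at least 30% at 10 µM or well 3 SD below plate mean, unless failing retest; inactive = the rest, including hits failing retest or dose response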; also: some compounds called inactive have numbers as strong as hits; many of its hits are not listed in these tables
MEKK2 WT-MEK5: raises or lowers MEK5 binding to wildtype human MEKK2 PB1 domain | Q9Y2U5 | bead flow cytometry, Alexa488-MEK5 binding to MEKK2 WT; actives lie on both sides | binding response (% of control), % at 10 µM | 290,000 tested, 1.1% active | AID 1531; in the data active = binding response below about 67% or above about 130%
SUMO HTRF inh: inhibitors of human SUMOylation (UBC9). P63279. HTRF SUMOylation assay, SAE1/SAE2 + UBC9, in vitro. inhibition, % at 35 µM. 290,000 tested, 0.36% active. AID 2006; in the data active = inhibition above about 50%, passing the limit was not always enough; also: strong numbers were not always called active
IDE cell activ: boosts human insulin-degrading enzyme activity in HEK cells | FAbeta-B cleavage, fluorescence polarization; 0% vehicle, 100% cell-free pure enzyme wells | activation, % at 5.96 µM | 340,000 tested, 0.073% active | AID 493087;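 active = activation above the mean of all tested compounds plus 3 SD, set per screening campaign, cut at about 17% in these data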
Target sequence (P14735 whole entry, looked up): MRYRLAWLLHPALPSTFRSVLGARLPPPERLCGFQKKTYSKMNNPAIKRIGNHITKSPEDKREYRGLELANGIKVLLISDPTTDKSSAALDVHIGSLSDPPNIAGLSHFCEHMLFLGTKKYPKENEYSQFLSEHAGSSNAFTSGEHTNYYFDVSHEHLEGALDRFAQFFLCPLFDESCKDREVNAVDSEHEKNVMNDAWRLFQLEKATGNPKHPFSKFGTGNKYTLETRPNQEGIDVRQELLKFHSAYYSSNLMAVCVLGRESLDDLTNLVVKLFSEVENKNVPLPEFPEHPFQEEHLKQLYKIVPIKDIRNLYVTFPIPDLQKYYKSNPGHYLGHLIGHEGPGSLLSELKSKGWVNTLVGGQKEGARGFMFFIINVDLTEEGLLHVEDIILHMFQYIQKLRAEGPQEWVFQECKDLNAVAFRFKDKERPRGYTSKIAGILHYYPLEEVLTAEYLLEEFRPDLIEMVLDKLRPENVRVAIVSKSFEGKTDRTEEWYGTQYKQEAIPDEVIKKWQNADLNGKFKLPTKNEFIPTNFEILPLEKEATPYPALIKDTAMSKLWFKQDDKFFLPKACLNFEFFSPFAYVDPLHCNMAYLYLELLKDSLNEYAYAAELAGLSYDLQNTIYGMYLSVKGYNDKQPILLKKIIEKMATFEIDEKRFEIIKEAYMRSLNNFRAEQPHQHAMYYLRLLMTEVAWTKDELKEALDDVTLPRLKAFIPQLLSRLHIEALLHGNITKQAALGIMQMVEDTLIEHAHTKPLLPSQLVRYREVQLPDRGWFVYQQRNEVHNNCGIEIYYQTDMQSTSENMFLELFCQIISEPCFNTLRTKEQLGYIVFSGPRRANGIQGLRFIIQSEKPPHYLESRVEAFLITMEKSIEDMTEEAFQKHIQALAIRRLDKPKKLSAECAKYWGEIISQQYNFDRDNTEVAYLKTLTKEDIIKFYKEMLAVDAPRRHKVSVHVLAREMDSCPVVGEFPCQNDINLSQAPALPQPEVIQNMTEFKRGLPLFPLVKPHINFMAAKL
NALP1 inh: blocks the NALP1 inflammasome reconstituted in yeast. inhibition, % at 10 µM. S. cerevisiae NALP1/ASC/caspase-1 growth, X-gal OD620, 72 h. 280,000 tested, 0.61% active; in the data active = inhibition mostly above about 24%, no sharp cut-off; inactive = mostly below about 32%; also: some compounds called inactive have numbers as strong as hits
IDE inh: inhibitors of human insulin-degrading enzyme in cells. HEK cells, FAbetaB cleavage, fluorescence polarization. inhibition, % at 5.59 µM. P14735. 320,000 tested, 0.41% active;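 active = percent inhibition above the average of all tested compounds plus 3 SD, set per screening campaign, cut at about 16% in these data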;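 also: IDE supplied by intact live HEK cells; FP after avidin binding of uncleaved biotin substrate so inhibition keeps polarization high; 0% = DMSO wells and 100% = 60 µM reference IDE inhibitor Ii1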
PfM18AAP inh: PfM18AAP enzyme inhibition | inhibition, % at 7.35 µM | 290,000 tested, 1.2% active | recombinant PfM18AAP, H-Glu-NHMec fluorogenic cleavage;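 active = inhibition above the campaign mean inhibition over all tested compounds plus 3 SD, cut at about 28% in these data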;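 also: 0% = plate median of test compound wells and 100% = 2 mM ZnCl2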
MEKK3 PB1 HTS: MEKK3-MEK5 PB1 interaction, increase or decrease. Q99759. bead-based flow cytometry, Alexa488-MEK5 binding to MEKK3; actives lie on both sides; 0 = blocked by unlabeled MEK5, 100 = vehicle. binding response (% of control), % at 10 µM. 290,000 tested, 1.4% active. AID 1529;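 active = binding response more than 3 SD above or below the average of its plate-row segment, actives on both sides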;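 also: Alexa488 bead fluorescence after subtracting the streptavidin-only scavenger bead signal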
MEKK2 mut-MEK5: signal of MEK5 binding to mutant human MEKK2 PB1 domain. bead flow cytometry, Alexa488-MEK5 binding to MEKK2 mutant. percent response, % at 10 µM. 290,000 tested, 0.35% active; in the data active = percent response above about 24%, passing the limit was not always enough; also: inactives centre near 1; some results filed as inactive read as strong as hits; reference of the scale not given here
* marks the source's active call; other numbers are inactive results; . = not tested or not shown; & = joins results of further samples. These rows are one share of the data, so the mix of outcomes need not match the whole.

SMILES	pCIP destab	MEKK2 WT-MEK5	SUMO HTRF inh	IDE cell activ	NALP1 inh	IDE inh	PfM18AAP inh	MEKK3 PB1 HTS	MEKK2 mut-MEK5
O=C(CSc1nc2ccccc2s1)c1ccc(O)cc1O	-4	106	5	2	9	4	2	104	4
COc1cc(/C=C2\SC(c3ccccc3)=NC2=O)cc(Cl)c1O	7	96	-8	-18	12	.	18	101	-3
COc1ccc(OC)c(C2C(C#N)=C(N)Oc3cc(N)ccc32)c1 (stereo not drawn)	-19	99	24	8	17	2	8	97	-3
COc1cc2cc(C(=O)N[C@@H](Cc3ccccc3)C(=O)O)n(C)c2c(OC)c1OC	9	98	16	1	-4	1	-5	100	1
C=CCn1c(SCC(=O)Nc2ccc(N3CCOCC3)cc2)nnc1-c1ccco1	5	89	-6	-1	-3	2	3	92	-10
O=C(NC1CCCCCC1)c1cc(S(=O)(=O)N2CCOCC2)ccc1N1CCCCC1	-11	98	-9	-4	-1	-2	1	101	-1
Cc1c(C)n(C)c2ccc(C(=O)NCCCN3CCN(c4ccccc4F)CC3)cc12	-12	158*	8	-3	20	3	7	107	21
Cc1ccc(C)c(-n2c(-c3cccnc3)n[nH]c2=S)c1	10	95	-14	4	11	8	20	87	-3
CCC(C)(C)n1nnnc1C(c1ccccc1)N1CCN(C2CCCC2)CC1 (stereo not drawn)	-8	95	18	1	34	-3	3	107	12
O=C(NN=C1C2CC3CC(C2)CC1C3)c1ccncc1	-8	95	19	1	13	2	19	89	-8
Cc1ccc(CNC(=O)CSCc2ccccc2)cc1	-6	79	-7	4	13	-1	0	92	-12
C/C(=N\NC(=O)CCc1c(C)n[nH]c1C)c1ccc([N+](=O)[O-])cc1	1	79	-1	3	11	1	0	80	-13
COc1ccc(C2C(C#N)=C(N)Oc3cc(C)n(Cc4ccncc4)c(=O)c32)cc1 (stereo not drawn)	-2	104	23	3	6	0	6	100	4
Cc1c(Cl)cccc1NC(=O)CSc1nncn1-c1ccccn1	1	102	-4	6	-6	-1	1	100	-2
Cc1cccc(Nc2nc(-c3ccncc3)cs2)c1	-5	111	-1	-1	-6	1	8	104	9
Cc1ccc(S(=O)(=O)NCC2CCC(C(=O)NCCCN3CCCC3=O)CC2)cc1 (stereo not drawn)	-2	103	11	1	14	-2	-3	101	3
Nc1nc(NC(=O)c2ccccc2)nn1-c1ccccc1	-5	100	12	4	21	1	-4	108	-2
CCOc1cc(/C=N/Nc2ccccc2Cl)ccc1OCC(=O)O	-6	98	-15	-1	12	2	26	100	-4
Cc1cc(-c2nnc(CCC(=O)NC(Cc3ccccc3)c3ccccc3)o2)no1 (stereo not drawn)	-5	111	-10	2	2	5	1	102	13
COc1cccc(C(=O)N2CCN(Cc3cccc(F)c3)CC2)c1	-18	91	-1	1	18	4	21	93	-4
O=C1COc2ccc(C(=O)CSc3nnc(-c4cccs4)n3Cc3ccccc3)cc2N1	-3	106	29	-1	-10	-1	-2	107	5
Cc1nc2ccc(NC(=O)c3ccc(Br)o3)cc2s1	1	97	17	0	2	2	-2	103	-6
COc1cccc(/C=N/Nc2nn3cnnc3c3ccccc23)c1O	-5	.	29	3	-37	-3	31*	.	.
CCOC(=O)c1c(S(=O)(=O)NCCc2ccco2)c(C)n(C)c1C	1	105	4	-4	-4	3	-4	100	2
COc1cc(/C=C/C(=O)Nc2nnc(CC(C)C)s2)cc(OC)c1OC	-8	102	15	2	18	3	1	101	-1
COC(=O)C1=C(C)NC(=O)NC1c1ccc2c(c1)OCO2 (stereo not drawn)	-3	112	0	7	1	-2	1	109	13
CC(C)CNC(=O)c1cc([N+](=O)[O-])ccc1N1CCOCC1	-7	95	2	-3	30	1	-3	101	1
Cc1ccc(C)c(SCC(=O)NC(=O)NCc2ccccc2)c1	-3	102	2	0	21	-3	0	102	1
Cc1cccc(Nc2nc3ccccc3n3nnnc23)c1	-20	85	24	-2	-6	0	-2	91	-20
COc1cc(NS(C)(=O)=O)cc(OC)c1OC	-15	102	6	5	2	-4	3	99	1
COc1ccc(C(CNC(=O)COc2ccc(-c3ccccc3)cc2)N2CCOCC2)cc1 (stereo not drawn)	0	109	-9	-2	16	-1	-6	104	0
O=C(Oc1ccc2ccccc2c1)c1cncc(Br)c1	6	98	11	-1	1	10	-10	101	1
O=C(COc1cccnc1[N+](=O)[O-])NCc1ccc2c(c1)OCO2	-3	77	-20	2	.	-1	4	86	-24
COc1ccc(NC(=O)CSc2nc(-c3ccco3)nc3cc(=O)[nH]n23)cc1Cl	0	102	17	1	1	0	0	102	3
CN1CCN(C2=Nc3cc(F)ccc3Cc3ccccc32)CC1	5	109&87	-19	.	10	2	1	102&99	3&-1
O=S(=O)(/N=C(/NS(=O)(=O)c1ccccc1)c1ccccc1)c1ccccc1	-7	88	7	-2	-2	10	1	93	-10

Record cards, as listed above. Order of screens: pCIP destab | MEKK2 WT-MEK5 | SUMO HTRF inh | IDE cell activ | NALP1 inh | IDE inh | PfM18AAP inh | MEKK3 PB1 HTS | MEKK2 mut-MEK5
Profile of COc1ccc(NC(=O)CSc2nc(-c3ccco3)nc3cc(=O)[nH]n23)cc1Cl : 0 | 102 | 17 | 1 | 1 | 0 | 0 | 102 | 3
Profile of Cc1cccc(Nc2nc3ccccc3n3nnnc23)c1 : -20 | 85 | 24 | -2 | -6 | 0 | -2 | 91 | -20
Profile of O=S(=O)(/N=C(/NS(=O)(=O)c1ccccc1)c1ccccc1)c1ccccc1 : -7 | 88 | 7 | -2 | -2 | 10 | 1 | 93 | -10
Profile of COc1ccc(C(CNC(=O)COc2ccc(-c3ccccc3)cc2)N2CCOCC2)cc1 (stereo not drawn) : 0 | 109 | -9 | -2 | 16 | -1 | -6 | 104 | 0
Profile of COC(=O)C1=C(C)NC(=O)NC1c1ccc2c(c1)OCO2 (stereo not drawn) : -3 | 112 | 0 | 7 | 1 | -2 | 1 | 109 | 13

Remaining list, next part
SMILES	pCIP destab	MEKK2 WT-MEK5	SUMO HTRF inh	IDE cell activ	NALP1 inh	IDE inh	PfM18AAP inh	MEKK3 PB1 HTS	MEKK2 mut-MEK5
CCN(c1ccccc1)c1ncnc2c1cnn2-c1ccccc1	-19	96	10	0	19	5	-9	96	-6
Cc1coc2cc3oc(=O)c(CCC(=O)N4CCC(C(=O)O)(c5ccccc5)CC4)c(C)c3cc12	-7	103	23	5	16	-3	-5	103	5
CCOc1ccc(NC(=S)N2CCCN(Cc3cc(C)ccc3C)C2)cc1	-1	79	-28	3	3	2	-1	87	-15
CCOC(=O)C(C)Sc1ncc(OC)c(Sc2ccc(Cl)cc2)n1 (stereo not drawn)	-2	106	-3	1	5	1	0	108	4
O=C(Nc1ccccc1[N+](=O)[O-])C1(c2ccccc2)CCOCC1	11	96	-8	-1	21	1	1	97	-4
O=[N+]([O-])c1ccc(CSc2nnc(Cc3ccccc3)o2)cc1	-5	83	10	-2	.	-2	6	91	-22
COc1cccc(C(c2sc3nc(C)nn3c2O)N2CCN(C(=O)c3ccco3)CC2)c1 (stereo not drawn)	-16	114	3	-1	.	0	-3	109	10
CCOC(=O)c1c(NC(=O)C(C)Sc2cccc[n+]2[O-])sc2c1CCN(Cc1ccccc1)C2 (stereo not drawn)	-3	104	6	-2	26	1	1	107	0
COc1ccc(Cl)cc1S(=O)(=O)N1CCCC(C(=O)NCc2ccncc2)C1 (stereo not drawn)	-3	100	0	2	10	3	2	96	-2
NC(=O)c1ccc(N=Nc2c(O)c3ccccc3[nH]c2=O)cc1	-11	101	26	.	15	0	2	104	2
O=C(O)CN1C(=O)C2C3C=CC(C2C1=O)C1C(=O)N(CC(=O)O)C(=O)C31 (stereo not drawn)	-9	101	.	2	16	1	0	103	14
Brc1ccc(-c2nc(-c3ccccn3)no2)o1	-8	100	12	5	-2	5	0	94	-1
Cc1ccc(SCc2ccc(C(=O)Nc3ccccc3C(=O)NC(C)C)cc2)cc1	7	102	7	9	32	-3	2	110	-1
Cc1ccc(-n2nc(C(=O)O)c(O)cc2=O)cc1	-6	106	7	0	9	1	2	105	5
CCCOc1ccccc1N/C(=N/c1nc(C)cc(C)n1)NC(=O)Nc1ccc(Cl)cc1	-6	99	5	-6	-13	6	-9	101	1
CC(C)NC(=O)c1cccc(C(F)(F)F)c1	-2	98	25	3	-5	3	0	101	2
CC(C)NC(=O)CCc1nnc(Cc2cccc(C(F)(F)F)c2)o1	-14	101	2	0	-4	6	-3	101	3
CCNC(=O)Oc1ccc(-c2csnn2)cc1	8	102	12	5	-1	-1	2	104	0
COc1cccc(OCCCn2cc(/C=C3/C(=N)N4C=C(C)SC4=NC3=O)c3ccccc32)c1	-32	101	-20	2	2	-3	2	94	0
COc1ccc(NC(=O)COC(=O)c2ncc(Cl)c(Cl)c2Cl)c(OC)c1	-13	107	0	2	24	2	-1	108	0
Cc1ccc(S(=O)(=O)N2CCC(C(=O)NCC3CCCO3)CC2)cc1 (stereo not drawn)	-3	95	17	5	-11	1	-3	95	1
C/C(=N\NC(=O)c1cnccn1)c1ccc([N+](=O)[O-])cc1	-6	97	12	3	7	15	8	94	0
CCOC(=O)N1CCN(CC(O)COC2CC(C)CC(C)(C)C2)CC1 (stereo not drawn)	-17	100	6	4	17	0	-9	98	-2
CC(=O)Nc1ccc(NC(=O)C(C)NC(C)c2cccc3ccccc23)cc1 (stereo not drawn)	-10	99	11	5	3	-8	2	100	0
COc1cc(/C(C)=N\NC(N)=S)cc(OC)c1OC	1	111	7	2	2	-9	9	107	-1
CC(=O)CSc1nc(-c2cccs2)c(C#N)c(=O)[nH]1	12	96	9	5	36*	.	-13	102	-7
COn1c(=O)c(-c2cccs2)[n+]([O-])c2ccccc21	-4	106	-10	-2	0	8	2	106	5
CC(C)S(=O)(=O)c1csc(C(=O)Nc2ccc(F)cc2)c1N	10	98	-9	6	.	6	1	90	-28
O=S(=O)(c1cccs1)N1CCC2(CC1)OCCO2	-6	95	2	5	6	-6	2	98	-4
Cn1c(N2CCCC2)nc2c1c(=O)n(Cc1cccc(F)c1)c(=O)n2C	1	100	-22	1	2	3	-1	99	2
O=C(CNS(=O)(=O)c1ccc(Br)cc1)NCc1ccncc1	0	97	-19	-4	16	4	1	100	1
CC1CCN(C(=O)Cn2c3ccccc3c3nc4n(c(=O)c32)CCCS4)CC1	-8	97	.	2	18	8	-2	98	2
CCN1CCN(C(=O)N[C@@H](C(=O)N[C@@H]2C(=O)N3[C@@H]2SC(C)(C)[C@@H]3C(=O)O)c2ccccc2)C(=O)C1=O	-2	99	13	.	52	0	-1	121	6
Cc1cc2nc(/C=C/c3cccnc3)[nH]c2cc1C	-11	104	32	1	3	.	4	106	4
CCCCOC(=O)C(C#N)c1nc2ccccc2nc1N1CCOCC1 (stereo not drawn)	-16	98	28	1	6	-6	2	100	-2
CCOC(=O)C(C)Sc1nnc(Cc2cc(=O)[nH]c(=O)[nH]2)n1-c1ccc(Cl)cc1 (stereo not drawn)	0	105	17	-4	6	5	4	104	1
O=Cc1ccc(OCC(=O)N2CCOCC2)cc1	-6	89	0	1	6	10	-4	100	-6
COc1cc(C(=S)N2CCOCC2)cc(OC)c1OC	0	96	10	6	.	3	1	90	-20
Cc1cc(C)n(Cc2ccc(C(=O)Nc3cccc(Br)c3)o2)n1	7	101	-5	2	37	6	9	96	-1
O=C(NNC(=O)c1ccc(Cl)cc1Cl)c1cnccn1	2	102	-10	-3	0	-7	6	104	11
OC1(c2ccc(OC(F)F)cc2)CSC(=Nc2cccnc2)N1C1CC1 (stereo not drawn)	-12	104	-5	-2	3	-1	0	101	2
CCCc1cc(-c2nc(-c3ccc(Br)cc3)cs2)ccn1	16	107	-16	4	-33	0	-3	103	-1
O=C(c1cc2c(ccc3ccccc32)oc1=O)N1CCCC1	16	108	-5	4	23	-5	-4	107	3
Nc1nnc(SCC(=O)c2cccc([N+](=O)[O-])c2)s1	-6	97	9	6	-12	10	-3	102	-12

Compound activity as filed in PubChem.
